Apaf-1 inh – blocks human Apaf-1 apoptosome activity | O14727 | reconstituted apoptosome caspase-3 activity, DEVD-Rh110 fluorescence | inhibition, % at 20 µM | 330,000 compounds, 0.71% hits | AID 489030; active = inhibition of at least 40% at 20 µM;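 also: plate controls were DMSO wells for no effect and DEVD-CHO caspase inhibitor wells for full effect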
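System: Apoptosome proteins | Medium: Hepes pH 7.5 with detergent and BSA | Also added: Cytochrome c trigger plus (Z-DEVD)2-Rh110 caspase-3 substrate | Incubation: 30 min compound preincubation, 50 min activation, room temperature | Detection: Rhodamine 110 fluorescence at Ex 480/Em 540 nm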
Gli-Sufu antag – antagonists of Gli-Sufu signaling; Sufu-KO-LIGHT fibroblasts, Gli luciferase reporter luminescence; inhibition, % at 5 µM; 340,000 compounds, 0.74% hits; AID 588413;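 active = inhibition above about 55%, limit read from the data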;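 also: 0% = DMSO-treated cells and 100% = wells with medium but no cells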
Jurkat NFkB inh – lowers PMA/ionomycin-induced NF-kB signal in Jurkat cells | PMA/ionomycin-induced NF-kB luciferase reporter, luminescence | inhibition, % at 4 µM | 330,000 compounds, 0.53% hits
SENP8 inh – blocks the human protease SENP8; Q96LD8; purified SENP8, Z-RLRGG-aminoluciferin cleavage, luminescence; inhibition, % at 10 µM; 330,000 compounds, 1.2% hits
EBI2 antag – EBI2 (human) antagonism; P32249; EBI2 beta-arrestin recruitment, luminescence, 7a,25-OHC stimulated; inhibition, % at 5 µM; 360,000 compounds, 0.81% hits; AID 651636; in the data active = inhibition above about 38%;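 also: enzyme fragment complementation signal reports receptor beta-arrestin coupling in cells; 0% = agonist plus DMSO wells and 100% = wells without agonist; some results beyond the cut were filed as inactive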
Target sequence (P32249 whole entry, looked up, the tested form may be a part): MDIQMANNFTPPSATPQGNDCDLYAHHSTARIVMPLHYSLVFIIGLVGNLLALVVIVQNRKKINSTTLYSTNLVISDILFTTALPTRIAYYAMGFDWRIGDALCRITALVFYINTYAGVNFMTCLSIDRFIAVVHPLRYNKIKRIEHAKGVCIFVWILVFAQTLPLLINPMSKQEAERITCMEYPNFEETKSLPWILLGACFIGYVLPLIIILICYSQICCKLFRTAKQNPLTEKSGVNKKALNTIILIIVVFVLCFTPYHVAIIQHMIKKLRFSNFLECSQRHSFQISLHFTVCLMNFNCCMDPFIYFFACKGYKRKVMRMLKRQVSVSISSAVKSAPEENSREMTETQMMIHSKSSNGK
UBC13 inh – human UBC13 polyubiquitination inhibition; UBC13 polyubiquitin chain formation, TR-FRET; inhibition, % at 20 µM; 330,000 compounds, 0.47% hits; in the data active = inhibition above about 45%, passing the limit was not always enough; inconclusive = no clear call, values can overlap the other calls
Target sequence (P61088 whole entry, looked up): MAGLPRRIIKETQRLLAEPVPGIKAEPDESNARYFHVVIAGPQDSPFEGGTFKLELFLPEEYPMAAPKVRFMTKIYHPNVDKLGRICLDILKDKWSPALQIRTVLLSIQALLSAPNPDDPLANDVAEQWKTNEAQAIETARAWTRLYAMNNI
697 NFkB inh – lowers PMA/ionomycin-induced NF-kB signal in 697 B cells; 330,000 compounds, 0.33% hits; inhibition, % at 4 µM; 697 B-cell NF-kB luciferase reporter, 16 h; in the data active = inhibition above about 35%
CCR6 antagonist – CCR6 (human) receptor antagonism. AID 493098. 340,000 compounds, 0.49% hits. inhibition, % at 20 µM. CHO-K1 CCR6 PathHunter beta-arrestin, luminescence, CCL20-stimulated. P51684;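 active = compounds whose inhibition of the agonist-driven luminescence signal at 20 µM reaches about 50%, limit read from the data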;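 also: cells stimulated with CCL20 at 14 nM final; plate controls were DMSO with CCL20 for no effect and DMSO without agonist for full effect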
Target sequence (P51684 whole entry, looked up): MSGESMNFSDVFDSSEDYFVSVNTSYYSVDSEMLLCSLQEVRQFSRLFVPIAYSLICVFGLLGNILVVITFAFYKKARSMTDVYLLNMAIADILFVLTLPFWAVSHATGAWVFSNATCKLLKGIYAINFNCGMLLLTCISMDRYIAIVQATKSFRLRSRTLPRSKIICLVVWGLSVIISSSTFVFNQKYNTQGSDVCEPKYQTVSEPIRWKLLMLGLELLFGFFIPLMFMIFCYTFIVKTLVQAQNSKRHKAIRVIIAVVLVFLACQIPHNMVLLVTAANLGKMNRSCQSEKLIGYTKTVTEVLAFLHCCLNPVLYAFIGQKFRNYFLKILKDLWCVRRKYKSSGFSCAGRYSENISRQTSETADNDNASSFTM
Active calls of the source: *; u = inconclusive; x = no result given. Rule as the data show it, unless noted: active = inhibition above about 50%; inactive = the rest. Not all compounds are listed; count on the stated rates, not on these rows.

SMILES	Apaf-1 inh	Gli-Sufu antag	Jurkat NFkB inh	SENP8 inh	EBI2 antag	UBC13 inh	697 NFkB inh	CCR6 antagonist
COCCNC(=O)Cc1cn(C)c2ccccc12	-4	-3	0	1	-7	6	-11	-7
Cc1ccc(NC(=O)C2CCN(S(=O)(=O)c3ccc4c(c3)NC(=O)CO4)CC2)cc1	3	21	1	1	6	-1	20	17
COc1ccc(C(CNC(=O)c2cc3ccccc3o2)N2CCCC2)cc1 (stereo not given)	16	15	-13	-18	-1	6	-11	-3
CCC(NC(=O)c1ccccc1NC(=O)c1ccco1)C(=O)O (stereo not given)	-4	-6	-9	-9	-10	-4	-6	2
CCC(C)C(NC(=O)c1ccccc1NC(=O)c1ccc(C)cc1)C(=O)O (stereo not given)	12	-12	-10	14	-12	-5	-19	4
CCC(=O)N1CCN(c2ccc(NC(=O)c3c(F)c(F)c(OC)c(F)c3F)cc2)CC1	6	-4	-5	6	6	-7	-6	-15
COc1ccc(S(=O)(=O)NCc2ccc3c(c2)OCO3)cc1C	4	0	0	-3	-1	3	2	-12
CN1CCc2c(sc3nc(SCC(=O)N4CCOCC4)n(-c4ccc(Cl)cc4)c(=O)c23)C1	8	-2	8	1	-1	16	21	12
CCN1CCN(C(=O)Nc2cccc(C(F)(F)F)c2)CC1	-21	35	9	2	-11	4	20	7
O=[N+]([O-])c1cccc(-c2cc(-c3cc(Br)ccc3O)[nH]n2)c1	24	32	-2	-26	16	-3	-27	19
COC(=O)CNC(=O)C1CCCN1C(=O)CNC(=O)OCc1ccccc1 (stereo not given)	1	23	1	-1	1	2	-2	3
O=C(COc1ccc2c(-c3ccccc3)cc(=O)oc2c1)NCC1CCC(C(=O)O)CC1 (stereo not given)	5	-7	-1	-2	-5	2	21	-10
Cc1cc(N2CCN(c3nc4ccccc4s3)CC2)n2ncnc2n1	-11	71*	62*	-2	-5	11	54*	-6
COC(=O)c1ccc(S(=O)(=O)NCc2cccc(OC)c2)n1C	-17	2	2	9	-3	-2	-1	-4
COC(=O)c1cc(N2C(=O)C3C(C2=O)C2(C)C=CC3(C)O2)ccc1Cl (stereo not given)	9	x	-9	-2	x	-5	5	x
CCOC(=O)C1CCN(C(=O)COC(=O)c2oc3ccccc3c2C)CC1	-2	-9	-1	-1	8	3	5	2
CCn1c(SCC(=O)Nc2ccc(OC)c(S(=O)(=O)N3CCCCC3)c2)nnc1C1CC1	-2	12	17	-8	-6	-4	13	0
CN(CCOC(=O)c1ccco1)Cc1ccccc1	-3	4	2	-1	2	9	10	11
CN1CCN(c2ccc(Cl)cc2NC(=O)CN2C(=O)NC(C)(c3ccccc3)C2=O)CC1 (stereo not given)	38	-2	-20	-5	-10	12	5	-7
CCN(CC)C1=NC=CC(c2ccccc2)=CC1C (stereo not given)	9	5	-8	-5	3	-4	14	8
O=C(NCc1ccccc1)C1=C[C@@H](C2CCCCC2)C[C@@H](OCCCCO)O1	16	-1	7	-14	-11	0	-4	14
COn1c(-c2ccccc2)nc2c1CCc1c-2no[n+]1[O-]	-12	-19	9	1	-8	3	12	2
O=C(CCc1ccccc1)NNC(=O)c1ccccc1Cl	0	-2	5	-5	10	0	9	4
CCCC1=NN2C(=N)/C(=C\c3cc(C)n(-c4cc(C)cc(C)c4)c3C)C(=O)N=C2S1	6	3	9	-5	3	-16	-14	14
CC(=O)N1CCN(Cc2nc(C(c3ccccc3)c3ccccc3)no2)CC1	11	5	3	-3	2	3	9	8

(continued)
SMILES	Apaf-1 inh	Gli-Sufu antag	Jurkat NFkB inh	SENP8 inh	EBI2 antag	UBC13 inh	697 NFkB inh	CCR6 antagonist
COc1ccc(NC(=O)CCCCCn2nnc3ccccc3c2=O)cc1OC	13	5	1	-20	0	0	-3	9
COc1ccc(/C=N\NC(=O)c2ccc(-c3ccccc3)cc2)c(OC)c1OC	17	0	-5	0	2	22	25	7
CCCn1cc(S(=O)(=O)c2ccc(F)cc2)c(=O)c2cc(OCC)ccc21	4	3	3	-18	3	-6	9	10
O=[N+]([O-])c1cc(C=Nc2cccc3c(O)cccc23)ccc1Cl	14	x	18	60*	x	3	7	x
CC(=O)c1ccc(N2C(=O)CC(N3CCN(S(=O)(=O)c4cc(C)ccc4C)CC3)C2=O)cc1 (stereo not given)	4	6	-6	0	10	-12	-13	6
CCCc1cc(=O)oc2c3c(cc(OCC(=O)N[C@@H](C)C(=O)O)c12)OC(C)(C)CC3	2	14	-26	-6	-6	10	8	1
Cc1cccc(C)c1OCc1nnc2c3cnn(C)c3ncn12	-6	1	19	-9	3	6	9	1
CCOC(=O)NC1(C(F)(F)F)C(=O)N(Cc2ccccc2)C2=C1C(=O)CC(C)(C)C2 (stereo not given)	-2	4	7	-2	6	4	12	-3
O=C(CN1C(=O)NC2(CCCCC2)C1=O)Nc1cccc2ncccc12	3	-12	-13	2	5	-9	-10	12
CCCOP(=O)(c1ccc(N(C)C)cc1)C(O)c1ccc(N(C)C)cc1 (stereo not given)	-7	-7	-7	-7	-7	-5	15	6
COC(=O)C(C)Oc1cc(C)ccc1COc1ccc(-n2nc(C)n(C(F)F)c2=O)cc1 (stereo not given)	14	6	-1	-2	9	-12	1	15
O=C(Nc1nc(-c2cccnc2)cs1)c1ccccc1Cl	-11	-4	-6	10	1	-16	-8	-12
Cc1cccc(N2CCN(C(=O)CCn3c(=O)[nH]c4ccsc4c3=O)CC2C)c1 (stereo not given)	0	-15	13	3	-30	-3	32	5
Cc1cnn(CCC(=O)NNC(=S)Nc2ccccc2)c1	-14	2	2	0	0	15	15	16
N/C(=N\OC(=O)c1ccccc1Br)c1cccc([N+](=O)[O-])c1	4	-88	-128	66*	-1	-4	-224	-14
CCOc1cc(C2C3=C(CCCC3=O)OC3=C2C(=O)CCC3)cc([N+](=O)[O-])c1O	3	-6	3	-2	1	-26	4	19
CN1CCN(Cc2c(O)ccc3occ(C(=O)c4ccccc4)c23)CC1	10	11	6	3	-8	3	-22	8
CC(NC(=O)C1CCC(=O)N1Cc1ccc(F)cc1)c1ccc2c(c1)OCCO2 (stereo not given)	0	-2	-10	3	-6	-6	-2	7
CN(Cc1ccccc1)C(=O)COC(=O)CNS(=O)(=O)c1ccc2ccccc2c1	9	-8	-3	13	-4	1	-2	-8
CCNC(=O)C1CCCN1C(=O)C(CCCN=C(N)N)NC(=O)C(CC(C)C)NC(=O)C(Cc1cn(Cc2ccccc2)cn1)NC(=O)C(Cc1ccc(O)cc1)NC(=O)C(CO)NC(=O)C(Cc1c[nH]c2ccccc12)NC(=O)C(Cc1cnc[nH]1)NC(=O)C1CCC(=O)N1 (stereo not given)	5	7	-4	-4	-2	13	-3	-5
COc1ccc(-c2nnc3ccc(SCC(=O)N4CCCC4)nn23)cc1	3	5	-2	3	0	-1	-3	11
CCc1ccc(-c2cc3c(=O)n(CC(=O)NCCCN4CCN(CC)CC4)nc(C)n3n2)cc1	17	9	3	8	-6	9	-20	14
S=c1[nH]nc(C2CCCCC2)o1	3	5	-1	0	1	-7	-4	-7
CCCCCC1=CCC/C1=N\NC(=O)c1ccc2c(c1)OCO2	9	1	-1	-9	2	4	13	-7
CCSC1=N/C(=C\c2ccc(C(=O)O)cc2)C(=O)S1	-7	25	5	-3	0	5	0	19

Looked up by structure from the list above, five records:
SMILES	Apaf-1 inh	Gli-Sufu antag	Jurkat NFkB inh	SENP8 inh	EBI2 antag	UBC13 inh	697 NFkB inh	CCR6 antagonist
CCCCCC1=CCC/C1=N\NC(=O)c1ccc2c(c1)OCO2	9	1	-1	-9	2	4	13	-7
COc1ccc(NC(=O)CCCCCn2nnc3ccccc3c2=O)cc1OC	13	5	1	-20	0	0	-3	9
N/C(=N\OC(=O)c1ccccc1Br)c1cccc([N+](=O)[O-])c1	4	-88	-128	66*	-1	-4	-224	-14
CN(Cc1ccccc1)C(=O)COC(=O)CNS(=O)(=O)c1ccc2ccccc2c1	9	-8	-3	13	-4	1	-2	-8
O=C(Nc1nc(-c2cccnc2)cs1)c1ccccc1Cl	-11	-4	-6	10	1	-16	-8	-12

Continuation.
SMILES	Apaf-1 inh	Gli-Sufu antag	Jurkat NFkB inh	SENP8 inh	EBI2 antag	UBC13 inh	697 NFkB inh	CCR6 antagonist
COc1cc(OC)cc(C(=O)N[C@H](C(=O)OCC(=O)Nc2sccc2C#N)C(C)C)c1	-10	-6	6	2	-11	-3	15	6
CCN1CCC(NC(=O)c2cc(OC)c(OC)cc2OC)CC1	-6	-1	-12	-7	-7	3	-1	6
Cn1c(=O)c2c(nc(N3CCOCC3)n2Cc2c(F)cccc2Cl)n(C)c1=O	-19	13	13	-3	-6	2	-14	5
COc1cccc(C(=O)NCCC(=O)NCc2cc(=O)n(C)c(=O)n2C)c1	-8	-2	6	0	11	-1	-13	-4
CCN(CC(=O)Nc1c(F)cccc1F)C(=O)CCCc1c[nH]c2ccccc12	7	-3	16	2	8	-1	-6	-6
CC(C)[C@H](NC(=O)c1cccc(S(=O)(=O)N2CCCC2)c1)c1nc2ccccc2[nH]1	-2	5	-2	4	-1	-4	-22	11
CCOc1ccccc1C(=O)Nc1nccs1	-3	-7	-9	4	-2	-6	-10	-14
CCN1/C(=C(\O)c2ccccc2)C(=O)c2ccccc2S1(=O)=O	-8	-3	-3	-10	0	3	0	12
CC(C)(C)NC(=O)CSc1nc2ccccc2c(=O)[nH]1	-19	-15	-14	-8	-4	1	-26	2
Cc1cccc(N2C(=O)CN(Cc3cccs3)C2=S)c1	6	-3	3	5	3	4	9	3
Cc1ccc(-n2c(-c3ccccc3)nnc2-c2cccs2)cc1	-7	0	4	-4	-8	-4	8	6
c1ccc2c(c1)c1ccccc1n1c(-c3ccc4c(c3)OCO4)nnc21	23	-10	9	3	-4	11	-43	14
O=C(Nc1ccc(O)cc1C(=O)O)c1cccs1	-1	-18	-14	40	-6	-3	0	10
COc1ccc(N(Cc2ccco2)C(=O)c2ccccc2F)cc1OC	5	-1	-17	4	-11	-2	0	-16
O=C(CCNC(=O)c1ccccc1)Nc1ccc(F)c(Cl)c1	12	1	-9	-9	-2	-2	-4	-5
COCCC(=O)N(Cc1ccc2c(c1)OCO2)C(C(=O)NC1CCCCC1)c1ccncc1 (stereo not given)	0	3	-4	8	-17	1	3	9
Cc1ccc(S(=O)(=O)N2CC(=O)Nc3ccccc32)cc1	2	5	1	-5	0	-2	6	11
Nc1nonc1-n1nnc(C(=O)N/N=C/c2ccc(OCc3ccccc3)cc2)c1CNc1ccccc1	-1	0	-10	-1	4	-14	0	-19
O=C(CN1C(=O)NC2NC(=O)NC21)N/N=C/c1ccccc1F (stereo not given)	-4	x	9	-4	x	9	11	x
CSCCC(NS(=O)(=O)c1ccc2c(c1)c(=O)n(C)c(=O)n2C)C(=O)NC1CCN(Cc2ccccc2)CC1 (stereo not given)	-3	4	-3	-5	-6	-1	13	-5
O=C(C/C=N\OCc1ccc([N+](=O)[O-])cc1)Nc1ccc(Cl)cc1	18	1	3	-2	-6	1	27	10
COc1cccc(S(=O)(=O)Nc2ccc(C(=O)N3CCOCC3)cc2)c1	-13	7	17	-9	-13	14	20	-12
CCCSc1nn2c(=O)c3ccccc3nc2s1	16	-70	-84	37	10	-4	-106	12
C=CCC1(CC=C)CCCN1Cc1nc(COc2ccccc2)no1	-16	14	-1	4	6	21	-6	16
Cc1cc(C)nc(NS(=O)(=O)c2ccc(NC(=O)CSc3nc(-c4ccccc4)c(C#N)c(=O)[nH]3)cc2)n1	1	-2	6	9	11	u	6	0
COc1ccc(NC(=O)C2CC2)cc1OC1CCCC1	0	2	-16	6	-7	2	16	-4
COc1cccc(NC(=O)NCCCCc2ccccc2)c1	17	3	-16	0	8	5	4	13
C=CCOC(=O)C1=C[C@@H](c2csc3ccccc23)C[C@@H](OCc2ccc(CO)cc2)O1	24	-2	10	-9	-5	1	-15	22
CCN(CC)C(=O)Oc1ccc(OC(=O)N(CC)CC)cc1	-7	-2	5	0	23	-1	8	10

Results in CCR6 antagonist, for some of the entries so far:
compound	CCR6 antagonist
O=C(CCNC(=O)c1ccccc1)Nc1ccc(F)c(Cl)c1	-5
COCCC(=O)N(Cc1ccc2c(c1)OCO2)C(C(=O)NC1CCCCC1)c1ccncc1 (stereo not given)	9
Cc1ccc(S(=O)(=O)N2CC(=O)Nc3ccccc32)cc1	11

Compound activity (PubChem)
